Screens deposited in PubChem by NCI.
NCI-60 one-dose screen, 48 h, at 10 µM unless noted. Numbers give growth in % (100 = growth as untreated, 0 = no growth, -100 = all killed).
SN12C = SN12C renal cancer cells; 3.8% of 81,000 active; AID 1794767
TK-10 = TK-10 renal cancer cells | 3.9% of 81,000 active | AID 1794769
UO-31 = UO-31 renal cancer; 5.2% of 81,000 active
CAKI-1 = CAKI-1 renal cancer. 4.7% of 75,000 active
786-0 = 786-0 renal cancer cells; 5.1% of 81,000 active
ACHN = ACHN renal cancer; 4.9% of 81,000 active; AID 1794771
IGROV1 = IGROV1 ovarian cancer | 4.7% of 79,000 active | AID 1794786
NCI/ADR-RES = NCI/ADR-RES ovarian cells; 4.4% of 81,000 active; AID 1794790
* marks the source's active call; other numbers are inactive results; / = no result given; & = joins results of further samples. The calls were made as follows: active = growth percent below 10; inactive = the rest.

The opening 2 records as a preview:
canonical_smiles	UO-31	786-0	CAKI-1	TK-10	SN12C	IGROV1	NCI/ADR-RES	ACHN
CCc1ccc(NC(=O)N[C@@H](Cc2cc(F)cc(F)c2)C(=O)N[C@@H]2C(=O)N3CCC[C@H]3C(=O)N3CCO[C@H](C)[C@H]3C(=O)N[C@@H](CO)C(=O)N3C[C@H](C)C[C@H]3C(=O)O[C@H]2C)c(F)c1	36	40	20	56	22	39	70	35
Cc1nc(OCc2ccccc2)c(C#N)c2c1CCCC2	51	94	61	113	80	64	74	71

The list itself, repeating the preview:
canonical_smiles	UO-31	786-0	CAKI-1	TK-10	SN12C	IGROV1	NCI/ADR-RES	ACHN
CCc1ccc(NC(=O)N[C@@H](Cc2cc(F)cc(F)c2)C(=O)N[C@@H]2C(=O)N3CCC[C@H]3C(=O)N3CCO[C@H](C)[C@H]3C(=O)N[C@@H](CO)C(=O)N3C[C@H](C)C[C@H]3C(=O)O[C@H]2C)c(F)c1	36	40	20	56	22	39	70	35
Cc1nc(OCc2ccccc2)c(C#N)c2c1CCCC2	51	94	61	113	80	64	74	71
COc1ccc(/C(C)=N/N=C2C(=O)Nc3ccc(OC(F)(F)F)cc32)cc1S(N)(=O)=O	93	88	74	99	/	105	99	96
CN1CCN(CCS(=O)(=O)Nc2cc(-c3ccc4ncnc(Nc5ccc(F)c(Cl)c5)c4c3)cnc2Cl)CC1	18	19	6.3*	1.2*	28	-35*	78	23
CCOC(=O)/C(F)=C/C1CC1CCc1ccc(F)cc1 (configuration not stated)	90	104	96	99	101	110	104	104
CC(=O)c1sc2nc(CSc3nc4ccc(C)cc4[nH]3)[nH]c(=O)c2c1C	87	113	118	156	92	85	102	103
COc1cc2nc(N3CCN(C)CC3)nc(Nc3cc(C)[nH]n3)c2cc1OC	92	98	90	97	101	100	109	99
Cc1nc(N)sc1C	76	102	/	102	101	96	108	111
COc1ccc(-c2[nH]c(=S)[nH]c(=O)c2C#N)cc1	95&80	105&100	99&96	102&105	98&99	104&103	99&105	106&102
N#Cc1nc(-c2cc3cccc(Br)c3oc2=O)oc1NCCO	86	103	103	113	99	106	103	104
Fc1ccc(NCc2nnc(-c3ccc(Cl)cc3)o2)cc1	54	88	70	126	79	52	91	79
CC/C(C)=N\NC(N)=S	68	107	84	118	85	/	44	87
C=C(N)N[C@@H](CCC(=O)O)C(=O)O	73	96	92	124	91	102	95	111
COc1ccc(/C=c2\c(=O)n(-c3ccccc3)c3nn4c(n23)=NNC(C)=C(C(=O)c2ccccc2)C4c2ccc(OC)cc2)cc1 (configuration not stated)	61	100	75	138	98	73	104	86
Cc1cc(NCc2cc(Nc3ccnc4cc(Cl)ccc34)ccc2F)nc(N2CCN(C)CC2)n1	-8.4*	-70*	62	-16*	37	8.7*	17	5.1*
O=S(=O)(Nc1ccc(F)cc1F)c1ccc(-c2cnc(C3CC3)o2)cc1	40	44	25	67	43	33	19	38
CCCN1C(=O)CCC1=O	90	97	96	85	98	110	111	101
C=C1C(=O)O[C@H]2[C@H]1CC/C(COC(=O)c1cccc3ccccc13)=C\CC[C@@]1(C)O[C@@H]21	-100*	-78*	/	-73*	-55*	-69*	-28*	-100*
O=S(=O)(Oc1ccc(/C=N/N=c2/sc(-c3ccccc3)cn2-c2ccccc2)cc1)C(F)(F)C(F)(F)C(F)(F)C(F)(F)C(F)(F)C(F)(F)F	82	101	92	119	101	100	104	103
CS(=O)(=O)Nc1ccc(Nc2cc(OC3CCOCC3)c([N+](=O)[O-])cc2Cl)cc1	78	94	80	98	103	93	97	92
COc1ccc(-c2nc3sccn3c2-c2ccnc(NCCCNS(=O)(=O)c3ccc(C)cc3)n2)cc1	15	44	42	66	36	34	21	22
CSc1nc(Cl)c(Br)c(Cl)n1	86	96	96	119	99	102	99	108
Cc1ccc(S(=O)(=O)N/N=C2\COC(C)C2)cc1 (configuration not stated)	80	94	89	99	101	104	107	104
COc1cc(/C=C/c2cc(/C=C/c3ccc(O)c(OC)c3)n(C(N)=O)n2)ccc1O	-22*	-46*	14	4.8*	-5.2*	1.2*	7.7*	-11*

Single records (already shown).
CCCN1C(=O)CCC1=O in the list: UO-31 = 90; 786-0 = 97; CAKI-1 = 96; TK-10 = 85; SN12C = 98; IGROV1 = 110; NCI/ADR-RES = 111; ACHN = 101
CS(=O)(=O)Nc1ccc(Nc2cc(OC3CCOCC3)c([N+](=O)[O-])cc2Cl)cc1 in the list: UO-31 = 78; 786-0 = 94; CAKI-1 = 80; TK-10 = 98; SN12C = 103; IGROV1 = 93; NCI/ADR-RES = 97; ACHN = 92
O=S(=O)(Oc1ccc(/C=N/N=c2/sc(-c3ccccc3)cn2-c2ccccc2)cc1)C(F)(F)C(F)(F)C(F)(F)C(F)(F)C(F)(F)C(F)(F)F in the list: UO-31 = 82; 786-0 = 101; CAKI-1 = 92; TK-10 = 119; SN12C = 101; IGROV1 = 100; NCI/ADR-RES = 104; ACHN = 103

The results go on:
canonical_smiles	UO-31	786-0	CAKI-1	TK-10	SN12C	IGROV1	NCI/ADR-RES	ACHN
CS(=O)(=O)Nc1cccc(-c2cc(-c3ccccc3Cl)c(C#N)c(N)n2)c1	26	47	16	63	52	51	/	47
COc1ccc(C2CC(c3cccc(OCCCCOc4cccc(C5=NOC(c6ccc(OC)cc6)C5)c4)c3)=NO2)cc1 (configuration not stated)	79	99	89	104	95	90	107	104
CCOC(=O)c1ccc(Nc2nnc(CSc3nc(C)cc(C)n3)s2)cc1	74	88	89	86	79	85	76	68
O=C(NO)c1ccc(Cn2c(=O)n(-c3ccccc3)c(=O)c3ccccc32)cc1	51	71	57	28	44	33	101	56
COc1ccc(/C=C\C(=O)c2ccc(Cl)cc2)cc1OC	88	93	90	103	96	98	99	106
CCCCCCCCCCCCCCCCCCCCC/C=C\C[C@H](O)C/C=C1/C(=O)C=C[C@@H]1C/C=C\CCCC(=O)OC	99	93	84	92	100	106	104	101
COc1ccc(NC(=O)CSc2nnc(-c3cc(-c4ccc(S(C)(=O)=O)cc4)nc4ccccc34)n2-c2ccccc2)cc1	70	100	72	108	92	100	92	90
OC(c1ccc(Cl)cc1)(c1ccc(Cl)cc1)C(F)(F)Cl	91	99	/	136	102	98	97	/
CC(C)(C)OC(=O)N(CCOCCO)c1ccn2ncc(-c3ccc(C(=O)O)c(O)c3)c2n1	99	100	98	89	95	98	96	108
COc1ccc(C(=O)CSc2nccc(Nc3ccc(S(=O)(=O)Nc4ccccn4)cc3)n2)cc1	82	102	96	105	98	107	102	107
COc1cc2oc(-c3cccc(NC(=O)c4ccc5c(c4)OCO5)c3)cc(=O)c2c(OC)c1OC	24	20	77	62	42	47	58	48
C/C(=N/NC(=O)c1cc2ccccc2oc1=N)c1ccccc1	83	85	99	95	100	106	102	98
ClCc1ccc(-c2ccccc2)cc1	85	103	116	100	95	99	112	117
O=c1cc(CSc2nnc(-c3ccc(F)cc3)o2)c2ccc3ccccc3c2o1	78	104	91	102	/	101	92	97
CCOc1ccc(/C=C2/C(=O)N=C(NC(C)=O)N2C)cc1	98	101	103	110	109	106	104	109
CCOCCC(=O)O	102	103	102	103	103	114	107	110
O=C1/C(=C/c2cccc(Cl)c2)CCc2ccccc21	76	95	77	86	96	94	100	103
COc1ccc(-c2nc(-c3cccs3)cn3cncc23)cc1	55	87	64	106	80	83	65	83
CCN(CC)Cc1nc2ccccc2c(=O)n1/N=C/c1ccccc1	87	101	93	105	99	101	104	102
O=C(O)CNCNc1ccc(S(=O)(=O)c2ccc(NCNCC(=O)O)cc2)cc1	97	99	/	93	102	109	102	/
O=C(O)c1cn(C2CC2)c2cc(N3CCN(Cc4nnc(Nc5ccccc5)o4)CC3)c(F)cc2c1=O	93	95	/	112	109	96	107	103
CC(=O)Nc1ccc(S(=O)(=O)N/N=c2/sc3ccccc3n2C)cc1	78	108	88	133	104	98	99	107
O=C1Nc2c(ccc(Cl)c2Cl)/C1=C\c1ccc(C(F)(F)F)cc1	58	91	66	96	80	54	86	86
Clc1ccc(-c2nnc(N3c4ccccc4C=Cc4ccccc43)o2)cc1	66	91	72	97	78	81	85	84
NS(=O)(=O)c1cccc(N/C=C/C(=O)c2cc3ccccc3oc2=O)c1	66	91	81	120	95	98	93	98
O=[N+]([O-])c1ccc(N2c3nc4ccccc4cc3Sc3cc4ccccc4nc32)cc1	37	94	83	108	84	/	98	101
COc1c(CO)cc(C)cc1CO	91	99	99	90	98	103	101	108
O=C(NNC(=O)c1ccc(Cl)cc1)c1ccc(Cl)cc1	87	94	98	85	96	92	107	94
CCSc1ncnc2c1ncn2C1OC(CO)C(O)C1O (configuration not stated)	24	24	32	38	34	2.1*	25	33
C/C=C\c1ccc(OCc2ccccc2)c(OC)c1	97	86	107	81	121	127	109	100
COc1cc(/C=C/c2cc[n+](C)cc2)ccc1O	83	109	98	99	97	93	102	90
CCSC1C(=O)N(C)C(SCC)C(=O)N1C (configuration not stated)	109	101	98	123	110	113	102	108
O=C(Cn1cc(CN2C(=O)c3ccccc3S2(=O)=O)nn1)Nc1ccccc1	85	106	96	107	114	104	102	98
CCCCCC/C=N\NC(N)=S	57	75	104	98	82	95	89	101
Cc1cc(C)n(-c2nc(-c3ccco3)c(C#N)c(=O)[nH]2)n1	81	93	/	93	103	105	87	103
COc1ccc(-c2nc(SCC(C)C)nc(Nc3ccccc3)c2C#N)cc1	57	52	/	47	60	75	86	27
COc1ccc2c(c1)c(CC(=O)[Se]CC(=O)O)c(C)n2C(=O)c1ccc(Cl)cc1	94	106	/	104	58	74	103	103
COc1cc(F)ccc1/C=C/C(=O)/C=C(O)/C=C/c1ccc(F)cc1OC	88	104	100	105	102	100	113	100
NC(Cc1cccs1)C(=O)O (configuration not stated)	98	115	/	94	109	107	101	105
Cc1ccc(NC(=S)NNC(=S)Nc2ccc(C)cc2)cc1	90	59&90	68&102	87&109	68&98	103	32&104	77&105
O=C(CN1CCN(c2cc3c(cc2F)c(=O)c(C(=O)N/N=C/c2ccc(F)cc2)cn3C2CC2)CC1)N/N=C\c1ccc(F)cc1	44	84	67	75	53	36	78	65
CCOC(=O)c1c(C)nc2ccccc2c1/C=C/c1ccc(F)cc1	63	79	68	82	77	67	41	76
Cc1cccc2cc3cccc(C)c3nc12	97	108	90	86	102	94	109	112
O=C1CCC(N2Cc3c(C#CCCCNC(=O)c4cc5c(o4)C(=O)c4ccccc4C5=O)cccc3C2=O)C(=O)N1 (configuration not stated)	86	50	79	101	-92*	-5.6*	90	72
c1cnc2[nH]cc(-c3ccc(-c4c[nH]c5ncccc45)[nH]3)c2c1	40	73	48	111	78	65	89	66
Cc1ccc(C2=Nc3ccc(Cl)cc3C3=NCNC(=S)N23)cc1	82	106	86	152	92	95	108	92
Cc1ccc(NC(=O)Cn2c(Br)nc3c2c(=O)n(C)c(=O)n3C)cc1	14	-67*	53	9.9*	-30*	33	4.0*	-67*
CN(C)c1ccc(/C=N/N=C(\C#N)[S][Sn]([Cl])([c]2ccccc2)[c]2ccccc2)cc1	-0.6*	11	46	-24*	29	43	67	-51*
Cc1c(Cc2ccccc2)c(=O)oc2c(C)c(OCC(=O)NN3C(=O)CCC3=O)ccc12	71	101	/	115	96	98	103	96
O=C(CN1CCN(CC(=O)c2ccccc2)CC1)c1ccccc1	82	105	105	103	91	116	108	102
CCOC(=O)N1CCN(CC(=O)Nc2c(C)cccc2C)CC1	84	100	99	99	101	87	103	107
CCCCC(Nc1ncnc2nc[nH]c12)C(=O)O (configuration not stated)	93	100	/	89	103	102	99	101
CCCC(=O)Nc1ccc(OCC(O)CNC(C)C)c(C(C)=O)c1 (configuration not stated)	80	91	88	118	104	98	104	/
Cn1c(=O)c2[nH]c(SCC(=O)c3ccc(Br)cc3)nc2n(C)c1=O	80	108	85	115	96	102	109	96
COc1ccc(OC)c(-c2cc(-c3ccc(Cl)cc3)c3c(N)c(C(=O)c4ccccc4)sc3n2)c1	88	93	95	96	98	83	93	103
C=C1CC[C@@]2(C#N)[C@H]3[C@H](CC[C@@H]2C)[C@@H](C)C[C@@H](CC(C)(C)C#N)[C@H]13	14	43	19	51	61	43	35	28

Additional results.
canonical_smiles	UO-31	786-0	CAKI-1	TK-10	SN12C	IGROV1	NCI/ADR-RES	ACHN
CN1C(=O)CS/C1=N\NC(=O)Cn1nc(-c2ccccc2)ccc1=O	92	100	100	103	116	126	118	106
COc1ccc(/C=C/C(=O)c2cc3c(N)c(C(=O)Nc4ccccc4C)sc3nc2C)cc1	40	21	23	32	26	31	7.7*	39
Cc1c(NC(=O)CCl)c(=O)n(-c2ccccc2)n1C	89	106	88	107	106	105	113	103
N#Cc1nc(-c2ccccc2)oc1N1CCC(C2(C(F)(F)F)N=N2)CC1	82	101	85	116	119	108	102	102
CCOC(=O)CCCCl	91	94	98	108	92	109	103	108
Cc1ccc(S(=O)(=O)OC2COCOC2C(OS(=O)(=O)c2ccc(C)cc2)C2OCOCC2OS(=O)(=O)c2ccc(C)cc2)cc1 (configuration not stated)	96	/	105	101	91	110	110	105
O=C(Nc1ncc(Cc2ccccc2Cl)s1)c1ccc2nnsc2c1	86	89	63	84	89	99	82	76
Cc1ccc(/C=C(\C#N)c2cc3ccccc3[nH]2)o1	71	/	82	159	94	82	99	92
Cn1cc(-c2nc(-c3cccnc3)cs2)c2cccnc21	96	89	86	71	88	101	90	96
O=C(CSc1nc(NC(=O)CN2CCN(c3cc4c(cc3F)c(=O)c(C(=O)O)cn4C3CC3)CC2)cc(=O)[nH]1)Nc1ccc(Cl)cc1	76	102	88	126	98	95	102	94
O=C(Nc1ccc2c(ccn2Cc2ccc(F)cc2)c1)c1cccnc1	53	83	56	62	66	82	86	96
COc1ccc(N)c([N+](=O)[O-])c1	88	107	97	98	109	100	106	108
O=C1CN(CN2CCCCC2)C(=O)CN1CN1CCCCC1	96	94	99	102	105	116	109	101

No enrichment for hits (roughly 9.3% active in at least one column).
